M1 PAM parental = M1 PAM counterscreen hit in parental CHO-K1 cells; ATP EC20, Fluo-8 calcium fluorescence; 0% at ATP EC20, 100% at ATP max; activation, % at 3 µM; 360,000 tested, 0.02% active;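 active = activation above the run cutoff, the mean activation of all test compounds plus 3 SD, cut at about 40% in these data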;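 note: peak over basal fluorescence ratio in a 140 s read after ATP addition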
TAAR1 antagonist = human TAAR1 antagonism. CHO RD-HGA16 TAAR1, Fluo-8 calcium fluorescence, antagonist. inhibition, % at 3 µM. 360,000 tested, 1.5% active. AID 624466;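 active = inhibition above a per-plate cutoff, the mean inhibition of test compounds on that plate plus 3 SD, cut at about 49% in these data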;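 note: 0% = DMSO plus EC80 beta-PEA response and 100% = DMSO alone without agonist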
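Assay system: CHO-derived RD-HGA16 cells stably expressing human TAAR1 plus Gα16. Timing: 140 s kinetic read after compound, 140 s after agonist. Technique: kinetic Fluo-8 calcium fluorescence measurement. Measure: % inhibition of agonist calcium response.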
CHRM5 antagonist = CHRM5 antagonism in calcium assay; CHO-hM5 cells, Fluo-8 calcium fluorescence, ACh EC80; inhibition, % at 3 µM; 360,000 tested, 0.59% active; AID 624040;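 active = inhibition above a per-plate cutoff, the mean of that plate's test compounds plus 3 SD, cut at about 27% in these data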;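 note: 0% = acetylcholine EC80 with DMSO and 100% = DMSO without agonist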
Target sequence (P08912 whole entry, looked up): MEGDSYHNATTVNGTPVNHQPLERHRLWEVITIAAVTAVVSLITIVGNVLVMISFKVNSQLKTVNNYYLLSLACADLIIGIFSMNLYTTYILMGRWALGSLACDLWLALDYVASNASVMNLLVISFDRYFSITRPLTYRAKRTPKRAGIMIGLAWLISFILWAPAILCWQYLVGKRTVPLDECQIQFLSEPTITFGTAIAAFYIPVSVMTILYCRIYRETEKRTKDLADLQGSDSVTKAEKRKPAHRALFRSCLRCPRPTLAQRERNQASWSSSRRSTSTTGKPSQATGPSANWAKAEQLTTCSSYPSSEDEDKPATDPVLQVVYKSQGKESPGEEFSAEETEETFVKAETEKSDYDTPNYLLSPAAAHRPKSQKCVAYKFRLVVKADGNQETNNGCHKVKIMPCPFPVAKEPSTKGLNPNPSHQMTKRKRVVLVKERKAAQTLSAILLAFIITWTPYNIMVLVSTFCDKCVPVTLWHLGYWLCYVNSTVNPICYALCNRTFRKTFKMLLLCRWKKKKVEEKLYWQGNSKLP
CRFR2-BP ag = CRF-BP/CRF-R2 complex agonism; HEK293 CRF-R2/CRF-BP, calcium dye fluorescence (FLIPR); percent of saturating CRF peptide response; activation, % at 13.2 µM; 350,000 tested, 0.46% active; AID 588473;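 active = activation of at least 50%, plus an integration ratio under a set limit after plate pattern correction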;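 note: plate controls were neutral control wells without compound for no effect and CRF at EC100 for full effect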
CHRM4 PAM = CHRM4 positive allosteric modulation; P08173; CHO-K1 hM4/Gqi5, Fluo-8 calcium fluorescence, ACh EC20; 0% = ACh EC20, 100% = maximal ACh; activation, % at 3 µM; 360,000 tested, 0.4% active; AID 624126;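 active = activation above its plate's cutoff, the mean activation of sample wells plus 3 SD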; note: some results filed as inactive read as strong as hits
Target sequence (P08173 whole entry, looked up): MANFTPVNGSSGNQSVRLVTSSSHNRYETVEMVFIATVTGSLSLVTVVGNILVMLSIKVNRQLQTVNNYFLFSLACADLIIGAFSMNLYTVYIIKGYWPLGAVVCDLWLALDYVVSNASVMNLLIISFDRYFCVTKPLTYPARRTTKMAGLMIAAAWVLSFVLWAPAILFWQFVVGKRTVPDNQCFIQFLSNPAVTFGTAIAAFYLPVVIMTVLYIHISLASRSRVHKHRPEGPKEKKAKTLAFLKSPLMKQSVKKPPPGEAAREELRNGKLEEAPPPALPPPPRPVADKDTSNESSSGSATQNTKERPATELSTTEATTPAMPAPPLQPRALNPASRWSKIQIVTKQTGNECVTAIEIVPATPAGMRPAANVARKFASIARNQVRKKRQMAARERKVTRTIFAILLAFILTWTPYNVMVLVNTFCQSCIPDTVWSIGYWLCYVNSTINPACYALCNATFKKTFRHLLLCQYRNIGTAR
CHRM5 PAM = CHRM5 positive allosteric modulation. P08912. CHO-K1 hM5, Fluo-8 calcium, ACh EC20 PAM; 0% = ACh EC20, 100% = ACh EC100. activation, % at 3 µM. 360,000 tested, 0.3% active;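 active = activation above the run cutoff, the mean activation of all test compounds plus 3 SD, cut at about 18% in these data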
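system = human M5 receptor in CHO-K1 cells | reagent = EC20 acetylcholine as agonist stimulus | compound dosing = single-point, 3 µM nominal | incubation = Fluo-8 loading 80 min at 37 °C plus 30 min room temperature | detection = Fluo-8 calcium dye fluorescence, kinetic read | benchmarks = low control EC20 acetylcholine (0%), high control EC100 acetylcholine (100%)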
TAAR1 agonist = agonists of human TAAR1; Q96RJ0; CHO RD-HGA16 TAAR1, Fluo-8 calcium fluorescence; vehicle wells 0%, saturating PEA agonist 100%; activation, % at 3 µM; 360,000 tested, 0.99% active; AID 624467;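 active = activation above the mean activation of all test compounds in the run plus 3 SD, cut at about 38% in these data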
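test system = CHO RD-HGA16 cells carrying human TAAR1 plus Gα16 | schedule = 17-24 h seeding, 75 min 37 °C dye, 30 min RT | compound dosing = 3 µM single concentration | control set = DMSO and PEA EC100 | replicates = n 1 | signal = Fluo-8 fluorescence, 5 s baseline then 140 s kinetic read | measure = percent activation vs PEA EC100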
CHRM5 agonist = CHRM5 agonism in calcium assay; P08912; CHO-K1 hM5 cells, Fluo-8 calcium fluorescence; 0% DMSO wells, 100% maximal acetylcholine response; activation, % at 3 µM; 360,000 tested, 0.19% active; AID 624037;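 active = activation above the run's mean over test compounds plus 3 SD, cut at about 23% in these data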;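 note: signal is peak over basal fluorescence ratio across the kinetic read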
CRFBP-R2 block = antagonists of CRF-binding protein/CRF-R2 receptor complex | 350,000 tested, 0.59% active | HEK293 CRF-R2/CRF-BP, CRF-induced calcium fluorescence | AID 588475 | inhibition, % at 11.8 µM;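 active = inhibition of the ligand-induced calcium signal above about 50% at the single tested concentration, limit read from the data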
Numbers without * were called inactive; . = no result given. No enrichment for hits (roughly 4.2% active in at least one column).

SMILES	M1 PAM parental	TAAR1 antagonist	CHRM5 antagonist	CRFR2-BP ag	CHRM4 PAM	CHRM5 PAM	TAAR1 agonist	CHRM5 agonist	CRFBP-R2 block
O=C(NNC(=O)c1cccc2ccccc12)c1cccc(Br)c1	3	5	22	-1.8	-2	-9	2	0	2
CCOc1ccc(/C=C2\SC(=S)N(NS(=O)(=O)c3ccccc3)C2=O)cc1OC	-4	75*	2	-0.9	-5	-2	5	-5	31
N#Cc1ccccc1NC(=O)COC(=O)c1ccc(F)cc1F	0	1	13	-0.1	-1	-2	-1	-3	-4
CC(=O)OCC(=O)C1(O)CCC2C3CCC4C(OC(C)=O)C(=O)CCC4(C)C3C(=O)CC21C (stereo not drawn)	9	9	13	0.7	1	6	2	1	-7
O=C(Cc1ccc(S(=O)(=O)N2CCOCC2)s1)N1CCN(S(=O)(=O)c2ccccc2F)CC1	8	-9	6	0.3	1	0	14	-2	2
O=C(Nc1ccccc1F)c1cc(S(=O)(=O)N2CCOCC2)cs1	17	-4	8	-1.6	5	-6	0	-3	-1
CNC(=O)NC(=O)C(C)OC(=O)CCCc1nc2ccccc2s1 (stereo not drawn)	11	6	7	2.6	-6	-2	0	3	6
O=C(CCC1CCCN(C(=O)c2ccoc2)C1)NCc1ccccc1F (stereo not drawn)	16	-34	10	-1.9	-4	1	1	-3	34
O=C1CC(c2cccc(Oc3ccccc3)c2)NC(=O)N1 (stereo not drawn)	-6	-22	2	-3.1	-9	-5	7	1	-11
CCS(=O)CC(=O)Nc1c(-c2ccccc2)oc2ccccc2c1=O (stereo not drawn)	13	-19	13	0.9	-3	0	1	1	-1
COc1cc(/C=C2/SC(=Nc3ccc(O)cc3)NC2=O)ccc1O	-2	7	8	21	2	-3	1	4	-4
COc1ccc(OC)c(NC(=O)c2cc(-c3cc(C)c(C)cc3O)n[nH]2)c1	4	-13	12	4.0	0	-5	11	1	16
CC(C)(C)c1[nH]nc2c1C(c1ccco1)C(C#N)=C(N)O2 (stereo not drawn)	16	-11	-6	-1.9	15	1	11	1	-20
C=CCOc1ccc2c(c1)c(=O)cc(C(=O)O)n2CC	4	-23	-10	-2.3	9	18	0	5	6
O=C(NCc1ccco1)C(c1ccco1)N(CCc1ccccc1)C(=O)Cn1nnc2ccccc21 (stereo not drawn)	17	18	0	-1.6	6	-1	2	-5	-7
Cc1c(CN2CCCC(C(=O)Nc3cccc(-n4cccn4)c3)C2)cnn1C (stereo not drawn)	16	-18	2	-2.0	-3	0	8	-3	6
O=C(CSc1nc(C(F)(F)F)cc(=O)[nH]1)N1CCCCCC1	-5	-32	5	-1.8	6	0	2	-1	9
COc1ccc(OCCC(=O)Nc2cc(C)on2)cc1	10	1	4	-0.4	3	-8	7	-1	5
C=C(C)c1cccc(C(C)(C)NC(=O)NC(c2ccccc2)c2ccc(OC)cc2)c1 (stereo not drawn)	27	-2	0	-1.9	7	7	-1	-1	15
CC1CN(C(=O)c2cnn3c(C(F)F)cc(-c4ccccc4)nc23)CC(C)O1 (stereo not drawn)	-2	3	7	0.6	4	-9	6	-4	-19
O=C(C[C@@H]1C/C=C\CCC(=O)OC[C@@H]2CCCN2C1=O)N[C@@H](CO)Cc1ccccc1	9	-3	12	-2.1	11	-3	8	1	-12
CC1=CCC[C@H]2[C@H](C1)C(=O)C[C@@H](C)[C@]2(C)CC/C(=C/CO)CO	16	1	-3	0.3	13	4	2	0	-11
Cc1cc(C)c(C)c(OCC(=O)O/N=C(\N)c2ccncc2)c1	-3	-11	11	0.6	-6	-5	6	-5	-2
Cc1cc(=S)cc(C)n1CCCn1ccnc1	3	12	3	1.4	-4	-2	1	0	-2
COC(=O)C(=C/C=C/c1ccco1)C(=O)OC	4	-20	-4	5.1	5	-5	0	0	-30
CCC(=O)NCCc1cc2cc(C)c(C)cc2[nH]c1=O	8	20	8	-3.8	12	0	2	-3	13
CCc1ccc(NC(=S)NC2CC3CCCC(C2)N3Cc2cccs2)cc1 (stereo not drawn)	-14	-24	13	-1.1	-13	-20	13	-3	-42
CCc1ccc(OC)c(S(=O)(=O)NCCOc2ccccc2)c1	8	-21	3	-1.5	1	-5	8	1	5
N#Cc1c(Cl)cccc1N1CCCC1	12	-18	0	-6.4	-1	6	-2	-7	-3
O=C(CN1CCN(C(=O)c2ccco2)CC1)Nc1ccccc1	9	-13	10	-0.1	-3	5	0	-3	-4

Among those listed so far, these contain a cyano group.
SMILES	M1 PAM parental	TAAR1 antagonist	CHRM5 antagonist	CRFR2-BP ag	CHRM4 PAM	CHRM5 PAM	TAAR1 agonist	CHRM5 agonist	CRFBP-R2 block
N#Cc1ccccc1NC(=O)COC(=O)c1ccc(F)cc1F	0	1	13	-0.1	-1	-2	-1	-3	-4
CC(C)(C)c1[nH]nc2c1C(c1ccco1)C(C#N)=C(N)O2 (stereo not drawn)	16	-11	-6	-1.9	15	1	11	1	-20
N#Cc1c(Cl)cccc1N1CCCC1	12	-18	0	-6.4	-1	6	-2	-7	-3

(cont.)
SMILES	M1 PAM parental	TAAR1 antagonist	CHRM5 antagonist	CRFR2-BP ag	CHRM4 PAM	CHRM5 PAM	TAAR1 agonist	CHRM5 agonist	CRFBP-R2 block
Nc1nc(Nc2cccc(F)c2)nc(NCc2ccco2)c1[N+](=O)[O-]	-16	-25	1	0.4	-3	8	16	2	-27
O=C(CSc1nnc(-c2ccccc2)o1)N1CCCCC1	0	-1	4	0.3	-2	-2	1	-3	-2
N#CC(c1cccc([N+](=O)[O-])c1)C(CC(=O)c1ccccc1)c1ccccc1 (stereo not drawn)	24	37	5	6.3	-8	-11	-1	-2	12
CC1Cc2ccccc2N1C(=O)CSc1ccccc1 (stereo not drawn)	13	8	7	-2.5	2	-4	9	-3	4
Cc1cccc(C)c1NC(=S)NC(=O)CCc1ccccc1	13	7	5	2.1	5	-6	0	-5	-10
CSc1cccc(NC(C)C(=O)NCc2ccccc2)c1 (stereo not drawn)	11	9	4	-1.5	-12	0	-2	-13	1
CC(=O)N1CCN(C(=S)Nc2ccc(Oc3ccccc3)cc2)CC1	2	-11	-16	-1.8	-4	2	3	1	16
COC(=O)Cc1c(-c2[nH]c3ccccc3c2CC(=O)OC)[nH]c2ccccc12	15	4	13	-2.3	3	-1	0	2	-11
Cc1ccsc1C(=O)NNC(=O)Nc1ccc(Cl)c(Cl)c1	-5	-2	-6	1.1	6	-2	12	-1	6
Cc1c(C(=O)NCCc2ccccc2)oc2ccc(S(=O)(=O)N3CCOCC3)cc12	22	29	6	0.6	-7	-47	38*	5	-16
Cc1ccc2c(NCc3ccco3)nc(NC(C)C)nc2c1	4	-9	-3	.	-2	-5	2	-3	.
Cc1cc(C)cc(NC(=O)CN(C)CC(=O)N(CC(C)C)c2c(N)n(CC(C)C)c(=O)[nH]c2=O)c1	-13	-8	8	0.0	6	-4	2	-2	-17
CCN(CC)C(=O)/C(=C/c1cn(S(=O)(=O)N(C)C)c2ccccc12)NC(=O)c1ccc(OC)cc1	13	-17	2	1.5	-4	0	1	-4	-5
Cn1nnnc1SCC(=O)Nc1nc2c(s1)CCCC2	-12	-15	1	0.3	-6	-8	8	0	-2
Cc1ccccc1OCCC(=O)N(Cc1ccccc1)c1c(N)n(Cc2ccccc2)c(=O)[nH]c1=O	19	-12	8	1.1	0	-8	0	-3	-5
O=S(=O)(c1cc(Cl)c(Cl)cc1Cl)N1CCN2CCCC2C1 (stereo not drawn)	-2	-34	19	1.9	3	-5	8	-12	-6
O=C(NC(Cc1c[nH]c2ccccc12)C(=O)Nc1ccc(F)c([N+](=O)[O-])c1)c1cccs1 (stereo not drawn)	16	29	2	-0.3	0	-5	1	-3	25
COCCn1nnnc1C(CC(C)C)N1CCN(c2nc3ccccc3s2)CC1 (stereo not drawn)	10	7	-10	0.9	0	-7	6	3	-1
Cc1ccc(Nc2cc(=O)[nH]c(=O)[nH]2)cc1C	-10	-14	7	0.1	2	0	25	0	3
Cc1cc(C)nc(NS(=O)(=O)c2ccc(NC(=O)c3ccc(O)cc3O)cc2)n1	-5	-2	1	1.1	12	11	0	-3	10
CSc1ccc(Cl)c(C(=O)OCC(=O)NC2CC2)c1	24	-19	-6	-0.9	-3	3	15	-3	-9
Cc1cc(C)c2c(=O)n3c(nc2c1)C(Cc1ccc(O)cc1)NC(=O)c1cccnc1-3 (stereo not drawn)	-1	7	8	6.5	3	-2	1	0	7
CN(C)/N=C/c1ccc([N+](=O)[O-])cc1[N+](=O)[O-]	12	4	4	2.5	-3	0	7	2	-5
Cc1ccc(C)n1NC(=O)c1ccc([N+](=O)[O-])cc1	-4	-7	-11	4.5	6	11	2	3	-14
CN(CCNC(=O)C1CCN(c2ncnc3c2nc2n3CCCCC2)CC1)Cc1ccccc1	-7	-44	-8	-0.5	-2	4	-4	-3	-3
Cc1ccc2cc3cc(C(=O)NCc4ccco4)oc3nc2c1	9	14	0	0.0	3	-1	10	-4	-17
CCC1OC2(C)OC(=N)C1(C#N)C(C#N)(C#N)C2c1ccccc1 (stereo not drawn)	8	5	11	28	1	-2	7	2	-20
Cc1ccc(NC(=O)C2CCCC2)cc1S(=O)(=O)N1CCOCC1	2	-9	-2	-1.4	3	10	-1	0	-9
COc1ccc(-n2nnnc2C(c2ccccc2OC(F)(F)F)N2CCN(C/C=C/c3ccccc3)CC2)cc1 (stereo not drawn)	0	-22	5	.	-8	-19	2	-6	.
O=C(CCN1C(=O)/C(=C/c2ccc(Cl)cc2)SC1=S)Nc1cccnc1	8	-16	16	3.7	-4	-5	0	-2	-7
Cn1ccnc1C(=O)c1cc(SCC(=O)N2CCOCC2)nc2ccccc12	-8	-7	7	0.6	-1	-5	2	1	-11
COc1cc(OC)cc(-c2c(C#Cc3ccsc3)c3cc(-c4ccc5c(c4)OCCO5)ccc3n2C)c1	-4	15	6	4.2	-6	6	2	0	0
Cc1cc(C)cc(OCCNC(=O)c2cc(S(=O)(=O)N3CCOCC3)ccc2F)c1	-6	9	22	-0.2	0	-9	4	-3	-3
O=C(NCCOc1ccc(F)cc1)C1CCC(=O)N(CCc2ccccn2)C1 (stereo not drawn)	-6	-6	-17	1.8	4	7	1	-2	10
COc1ccc(N(CC(=O)Nc2ccccc2OC)S(=O)(=O)c2ccc(NC(C)=O)cc2)cc1	2	42	32*	0.2	-9	-11	14	-6	15

Profiles, looked up by structure:
Cc1ccsc1C(=O)NNC(=O)Nc1ccc(Cl)c(Cl)c1 across the screens: M1 PAM parental = -5; TAAR1 antagonist = -2; CHRM5 antagonist = -6; CRFR2-BP ag = 1.1; CHRM4 PAM = 6; CHRM5 PAM = -2; TAAR1 agonist = 12; CHRM5 agonist = -1; CRFBP-R2 block = 6
Cn1ccnc1C(=O)c1cc(SCC(=O)N2CCOCC2)nc2ccccc12 across the screens: M1 PAM parental = -8; TAAR1 antagonist = -7; CHRM5 antagonist = 7; CRFR2-BP ag = 0.6; CHRM4 PAM = -1; CHRM5 PAM = -5; TAAR1 agonist = 2; CHRM5 agonist = 1; CRFBP-R2 block = -11

Compound activity as filed in PubChem.
